Salmonella PhoP GFP: inhibitors of PhoP regulon expression, primary screen, Salmonella Typhimurium, GFP reporter (AID 1863); S. Typhimurium PhoP-regulated promoter GFP reporter, 4 h; higher % means a stronger effect; inhibition, % at 50 µM, or IC50 in µM where a hit was titrated; 0.16% of 300,000 active;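 active = inhibition over 29.93%, a cutoff 3 SD above the screen mean, later confirmed by dose response; inconclusive = inhibition over 29.93% but no dose response follow-up; inactive = inhibition at most 29.93% or unconfirmed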;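 note: 0% = low Mg2+ inducing control and 100% = high Mg2+ repressing control; strong numbers were not always called active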
Ins promoter up: MIN6 insulin promoter up-regulation; MIN6 insulin promoter-GFP reporter, high-content imaging; active compounds read high; z-score at 5 µM; 0.3% of 190,000 active; AID 1625;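 active = z-score above 3 at 5 µM with at least 500 cells counted in the well; inconclusive = wells under 500 cells, flagged as cytotoxic or low count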
RSV antiviral HEp-2: RSV antiviral activity via CPE protection, HEp-2 cells, primary 10 µM value included (AID 2391). one-dose CPE inhibition, % at 10 µM; IC50 in µM for titrated hits. HEp-2 cells, RSV-induced CPE inhibition; higher % means a stronger effect. 0.13% of 310,000 active; in the data active = a potency from the dose series; inconclusive = CPE inhibition mostly from about 23% at the one dose, without a potency; inactive = the rest, 99 in 100 with CPE inhibition below about 21%; note: strong numbers were not always called active
TNAP activators: human TNAP enzyme activators, primary screen, biochemical, luminescent, no phosphate acceptor, uHTS (AID 1001) | 0.03% of 200,000 active | one-dose activation fold at 20 µM; EC50 in µM for titrated hits | purified TNAP, luminescent activation assay, no phosphate acceptor; higher activation fold means a stronger effect; in the data active = activation fold from about 3, or a potency from the dose series; inactive = the rest, 99 in 100 with activation fold below about 1.6; note: many of its hits are not listed in these tables
West Nile antiviral: inhibition of WNV-induced cytopathic effect – cell-based, CPE readout (AID 1621); 0.02% of 290,000 active; West Nile virus-infected cells, CPE inhibition; higher % means a stronger effect; CPE inhibition, % at 10 µM, or IC50 in µM where a hit was titrated; in the data active = a potency from the dose series; inconclusive = CPE inhibition mostly from about 3.7% at the one dose, without a potency; inactive = the rest, 99 in 100 with CPE inhibition below about 2.2%; note: strong numbers were not always called active
PMI inhibitors: MPI enzyme activity inhibition – biochemical, fluorescence intensity, coupled assay, primary screen (AID 1209); 0.42% of 190,000 active; one-dose inhibition, % at 20 µM; IC50 in µM for titrated hits; purified PMI enzyme, coupled fluorescence intensity; higher % means a stronger effect;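 note: plate controls were DMSO vehicle for no effect and wells lacking substrate for full effect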
human PMI inhibitors: MPI inhibition at elevated mannose 6-phosphate – biochemical, fluorescence intensity, high mannose 6-phosphate, primary screen (AID 1220); recombinant PMI enzyme, coupled fluorescence intensity; higher % means a stronger effect; inhibition, % at 20 µM, or IC50 in µM where a hit was titrated; 0.66% of 190,000 active
ER stress rescue: protection against thapsigargin-triggered cell killing – 384-well, CSM14.1, ATP luminescence, primary screen (AID 1222). cellular ATP content (survival), % at 20 µM, or EC50 in µM where a hit was titrated. CSM14.1 thapsigargin-induced death rescue, ATP luminescence; higher % means a stronger effect. 190,000 tested, under 10 active;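 active = EC50 below 50 µM in the dose-response confirmation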;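 note: death triggered by thapsigargin at about 15 µM added after 2 h compound pretreatment; cell ATP read after overnight thapsigargin exposure of roughly 18 to 22 hours; normalized against plate controls of thapsigargin alone and 5% DMSO vehicle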
SV40 large T antigen: TAg ATPase/helicase activity blockers – biochemical (AID 1903). SV40 large T antigen ATPase/helicase inhibition assay; higher % means a stronger effect. inhibition, % at 20 µM; hits with a dose series show IC50 in µM. 0.39% of 310,000 active; in the data active = a potency from the dose series; inconclusive = inhibition mostly from about 32% at the one dose, without a potency; inactive = the rest, 99 in 100 with inhibition below about 32%; note: strong numbers were not always called active
Ins promoter up cell count: recorded beside Ins promoter up, whose call it bears; cell count; measured here: cytotoxicity, nuclei count;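 total cells summed across four imaged fields per well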
* hit, by the source's call; ? = inconclusive; / = no result given. Cut-off read from the data, not from the text of the source, unless noted: active = inhibition above about 50%; inactive = the rest.

SMILES	Salmonella PhoP GFP	Ins promoter up	Ins promoter up cell count	RSV antiviral HEp-2	TNAP activators	West Nile antiviral	PMI inhibitors	human PMI inhibitors	ER stress rescue	SV40 large T antigen
CC1(C(=O)O)C=CC2(CCCCC2)N1C(=O)c1ccccc1 (centres undefined)	-0.1%	-0.71	687	-0.8%	1	-0.1%	-9.2%	-7.9%	-3.3%	4.2%
CCCOc1ccc(/C(O)=C2/C(=O)C(=O)N(CCCn3ccnc3)C2c2cccnc2)cc1 (centres undefined)	12.0%	-0.57	1101	1.1%	/	-0.1%	/	/	/	6.2%
COc1ccccc1CNS(=O)(=O)c1ccc2c(c1)N(C(C)=O)CC(C)S2 (centres undefined)	-1.5%	/	/	7.5%	/	-0.5%	/	/	/	-4.0%
CCOc1ccc(C(=O)Nc2ccc(N3CCN(C)CC3)cc2)cc1[N+](=O)[O-]	10.3%	0.12	1385	-2.1%	1.1	0.2%	3.5%	4.6%	-1.0%	4.8%
CCNC(=O)/C(C#N)=C/c1c(N2CCN(c3ccccc3)CC2)nc2ccccn2c1=O	-12.5%	/	/	1.6%	/	-0.4%	/	/	/	8.2%
Cc1ccc(NC(=O)c2cc(N3C(=O)CCC3=O)ccc2N2CCCCC2)cc1	2.2%	-0.16	1127	0.4%	1.1	0.3%	/	/	-0.3%	5.4%
COc1cc(Nc2cc(C)nc3ncnn23)cc(OC)c1	-1.8%	-1.83	1688	2.4%	1.1	0.0%	7.1%	3.0%	/	4.6%
O=C(NC(=O)c1cnccc1C(F)(F)F)Nc1ccccc1	-0.1%	-0.15	1386	2.1%	/	0.1%	/	/	/	25.4%
CCOc1ccc(CN2CCN(Cc3cccn3-c3ncccn3)CC2CCO)cc1 (centres undefined)	-6.8%	1.08	1462	0.5%	1.1	-0.1%	-4.7%	-10.9%	-2.0%	5.1%
O=C(C1CCC(C(=O)N2CCCCC2)CC1)N1CCCCC1 (centres undefined)	-5.6%	-0.35	1335	3.2%	1.1	0.2%	10.9%	10.4%	/	-0.8%
N#Cc1nc(-c2ccc(F)cc2)oc1NCc1cccc2c1OCO2	1.1%	-0.81	1331	1.1%	0.9	-0.1%	15.8%	16.4%	/	1.4%
CCCCc1ccc(-c2ccc(Br)cc2O)nc1	0.1%	-1.18	813	17.9%	1.1	-0.5%	-4.3%	1.2%	-5.0%	1.7%
O=C(O)c1cn(-c2ccc(F)cc2)c2cc(Cl)c(F)cc2c1=O	5.6%	/	/	?	/	-1.3%	/	/	/	8.4%
COc1ccc(CCCC(=O)Nc2ccccc2F)cc1	-4.2%	-0.42	1420	2.5%	1	-0.1%	-6.2%	-3.2%	-1.4%	-0.3%
O=C(Cn1nnc2ccccc21)c1cccc([N+](=O)[O-])c1	0.4%	0.13	1338	0.8%	1.1	-0.8%	-5.3%	0.4%	3.2%	9.2%
Cc1c(NS(=O)(=O)c2ccc(N)cc2)c(=O)n(-c2ccccc2)n1C	1.4%	/	/	0.7%	/	-0.4%	/	/	/	12.1%
COc1ccccc1C(=O)OC1CCCN(C)C1 (centres undefined)	15.2%	/	/	1.0%	/	-0.2%	/	/	/	-0.6%
Cc1cc(C)c(C(=O)Nc2ccc(Br)c(C(F)(F)F)c2)c(C)c1	-14.8%	-0.17	1232	11.2%	1	10.4%	3.5%	4.9%	-2.8%	0.7%
O=C(c1ccco1)N1CCN(C(=O)C2CC(c3ccc(Cl)cc3)=NO2)CC1 (centres undefined)	-0.8%	-0.2	884	2.8%	1	0.1%	-4.6%	-9.7%	3.9%	-7.8%
N#CC(C(=O)OC1CCCCC1)c1nc2ccccc2nc1N1CCOCC1 (centres undefined)	-6.3%	0.59	1146	-0.5%	0.9	-0.5%	6.9%	11.9%	-0.3%	16.5%
Cc1cc(OCC(=O)NNC(=S)NCC2CCCO2)cc(C)c1Cl (centres undefined)	12.2%	/	/	11.3%	/	-0.6%	/	/	/	29.0%
NC(=O)c1ccccc1NS(=O)(=O)c1ccc(F)cc1	4.6%	0.86	1346	-0.5%	1	0.3%	4.9%	6.6%	-1.8%	10.7%
CCOC(=O)c1c(C)c2c(n1C)CCC/C2=N\O	4.6%	-0.1	1296	18.9%	1	0.4%	-4.2%	0.3%	-1.7%	4.9%
Cc1cccnc1NC1CCCCC1	4.6%	0.38	1175	1.0%	1	1.2%	-3.9%	-3.1%	0.3%	5.7%
Cc1cc2c(cc1C)N(C(=O)CN1C(=O)c3ccccc3C1=O)C(C)(C)c1ssc(=S)c1-2	4.5%	-0.7	1297	-1.0%	0.9	-0.2%	-5.8%	-3.9%	-0.4%	12.9%

Additional entries follow:
SMILES	Salmonella PhoP GFP	Ins promoter up	Ins promoter up cell count	RSV antiviral HEp-2	TNAP activators	West Nile antiviral	PMI inhibitors	human PMI inhibitors	ER stress rescue	SV40 large T antigen
O=[N+]([O-])c1cccc(NC(=S)Nc2nc(-c3ccc(Cl)cc3Cl)cs2)c1	4.2%	/	/	6.0%	/	2.1%	/	/	/	4.3%
CN1N=C(C(=O)N2CCc3c([nH]c4ccccc34)C2c2c(F)cccc2Cl)CCC1=O (centres undefined)	12.1%	-0.53	1334	4.8%	1	0.3%	9.0%	10.9%	2.6%	-0.3%
O=C(NCc1ccc(F)cc1)c1cnccn1	11.1%	/	/	1.2%	/	-0.1%	/	/	/	-4.4%
Cc1cccc(NC(=O)c2ccc(S(=O)(=O)N3CCCCC3)cc2)n1	0.7%	-0.68	1125	1.2%	/	-0.2%	/	/	/	/
Cc1c(NC(=O)/C(C#N)=C/c2ccc(-c3cc(Cl)ccc3Cl)o2)c(=O)n(-c2ccccc2)n1C	-8.4%	0.15	1270	9.6%	1.1	-1.2%	19.8%	6.6%	-1.1%	0.6%
COc1ccc(CNC(=O)C2CCCN(S(=O)(=O)c3ccc(Br)s3)C2)cc1 (centres undefined)	4.2%	/	/	2.5%	/	-1.4%	/	/	/	1.5%
COc1ccc(-c2nnc(NC(=O)c3c(OC)cccc3OC)s2)cc1	10.9%	/	/	2.4%	/	-0.1%	/	/	/	7.4%
Cc1cc(C)cc(NC(=O)CSc2nncn2-c2ccccn2)c1	11.8%	0.23	1473	-0.3%	1.1	-0.5%	9.7%	4.7%	0.8%	2.0%
O=C(CN1C(=O)/C(=C\c2ccc(F)cc2)Oc2ccccc21)N1CCN(c2ccccn2)CC1	3.4%	-0.85	1576	0.9%	1.3	0.4%	5.7%	-7.6%	0.8%	5.0%
Cc1ccc(-c2noc(CN(C(=O)CCN3C(=O)c4ccccc4C3=O)C(C)C)n2)cc1	-5.0%	-0.06	1271	1.8%	1.1	0.2%	20.0%	16.8%	-0.5%	10.0%
O=C(CSc1ccc(-c2cccs2)nn1)Nc1ccccc1F	1.0%	0.19	1431	18.2%	1	-0.3%	-3.8%	-3.9%	-13.3%	7.6%
CCN(CC)C(=O)Cn1cnc([N+](=O)[O-])n1	-7.3%	-0.28	1362	2.1%	1.1	-0.2%	9.9%	17.3%	-0.4%	1.0%
CCc1ccc(C(C)NC(=O)c2ncn[nH]2)cc1 (centres undefined)	-12.5%	-0.08	1411	1.6%	1.2	-0.5%	-5.8%	-3.2%	-2.2%	11.2%
Cc1ccc(C(=O)ON=C2CCN(c3ccc([N+](=O)[O-])cc3)CC2)cc1	-6.1%	-1.03	1262	1.5%	1	-0.9%	15.7%	15.7%	-0.5%	9.7%
CCCCCC(=O)Nc1cccc(C2=NOC3(C2)C[C@H](C(N)=O)N(C(=O)c2ccccc2C(=O)c2ccccc2)C3)c1 (some centres undefined)	-4.8%	0.1	1058	8.0%	/	-0.1%	/	/	/	1.5%
Cc1ccc(NC(=S)Nc2cc(-c3ccccc3)[nH]n2)cc1Cl	-6.7%	-0.24	1105	3.8%	0.8	-0.3%	15.5%	8.9%	-0.6%	21.9%
COc1cc(NC(=O)Cn2cnc(S(=O)(=O)N3CCc4ccccc43)c2)cc(OC)c1OC	0.0%	/	/	-1.0%	/	0.2%	/	/	/	5.9%
CCOc1ccc2nc(NC(=O)CSc3ccccc3)sc2c1	-5.8%	0.22	968	1.7%	1.1	-0.1%	4.5%	-0.3%	6.0%	-1.2%
CC/C(C)=N/NS(=O)(=O)c1ccc(C)c([N+](=O)[O-])c1	-3.6%	-0.03	997	2.1%	/	0.7%	/	/	/	11.4%
CCCNC(=O)c1ccc(N2CCC3(CC2)CC(c2ccccc2)=NO3)c([N+](=O)[O-])c1	-4.3%	/	/	-0.8%	/	-1.1%	/	/	/	16.4%
COCCNC(=O)CN(C(=O)Cn1nnc2ccccc21)c1cc(C)cc(C)c1	-3.9%	0.53	1472	-0.7%	1	-0.5%	-3.6%	-9.5%	0.6%	10.2%
CC(C)(CNS(=O)(=O)c1ccc(Cl)cc1)N1CCCCC1	0.9%	3.62*	1007*	-1.2%	1	-1.0%	8.1%	6.8%	-1.5%	-2.1%
CNC(=O)c1ccc2nc(NC(C)=O)sc2c1	-3.8%	-0.44	1903	-1.5%	1.1	0.0%	10.8%	7.8%	-2.9%	2.5%
CCOC(=O)C1CCCN(c2c(N3CCc4ccccc4C3)c(=O)c2=O)C1 (centres undefined)	14.7%	0.06	971	/	1.1	/	4.3%	1.7%	1.5%	-1.4%
COc1ccc(OC)c(C(=O)CSc2nnc(-c3cccnc3)n2C)c1	-6.0%	-0.42	1150	2.0%	1	0.3%	1.5%	-10.1%	1.3%	24.9%

Remaining list, next part.
SMILES	Salmonella PhoP GFP	Ins promoter up	Ins promoter up cell count	RSV antiviral HEp-2	TNAP activators	West Nile antiviral	PMI inhibitors	human PMI inhibitors	ER stress rescue	SV40 large T antigen
CCCCP(=O)(c1ccccn1)c1ccccn1	/	2.31	1141	/	1.1	/	-2.3%	5.9%	-2.6%	/
Cc1cc(Cl)ccc1NC(=S)NCCC(c1ccccc1)c1ccccc1	0.9%	-0.57	1789	17.4%	1.5	2.2%	7.7%	10.7%	-1.0%	-0.2%
CCc1ccc(N=c2c([N+](=O)[O-])nn(-c3ccccc3)n2O)cc1	19.9%	-0.61	875	-1.1%	1	0.7%	14.7%	2.1%	1.1%	1.5%
O=C(COc1ccc(/C=N/NC(=O)c2ccncc2)cc1)Nc1cccc([N+](=O)[O-])c1	6.5%	/	/	1.3%	/	0.6%	/	/	/	-5.0%
O=C(Nc1nnc(-c2ccccc2F)s1)C1CCN(S(=O)(=O)c2ccc(Cl)cc2)CC1	-1.9%	0.12	1433	2.6%	1.1	-0.3%	6.5%	5.5%	-2.7%	19.1%
CCC(C)NCCOCCOc1ccc(C)cc1OC (centres undefined)	4.6%	-0.01	1343	0.2%	1.1	-0.7%	-13.0%	-4.8%	-0.5%	-2.5%
Cc1ccc(OCC(=O)NS(=O)(=O)c2ccccc2)cc1	-0.6%	0.14	1573	-0.5%	1	0.5%	4.2%	6.5%	-2.5%	7.6%
COc1ccccc1CN(C)CC(=O)Nc1ccc(Cl)cc1F	9.1%	-0.34	1260	7.2%	1.1	0.0%	11.6%	7.7%	1.5%	0.4%
C/C(CCCO)=N/Nc1ccc([N+](=O)[O-])cc1[N+](=O)[O-]	-6.2%	0.06	1225	3.5%	0.9	-1.9%	-2.1%	-5.7%	-0.1%	2.5%
CC(=O)c1nnn(-c2cccc(C#N)c2)c1C	-2.8%	0.02	930	0.5%	/	-0.1%	/	/	/	5.8%

Screens deposited in PubChem BioAssay by several laboratories.
